# mcGAS RapidFire: blocks mouse cGAS cGAMP production; AID 1259397; actives 0.18% (n = 130,000); recombinant mouse cGAS, cGAMP by RapidFire MS; inhibition, % at 12.5 µM;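 active = inhibition of cGAS enzyme activity at or above 60%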;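 note: enzyme stimulated by 45 bp dsDNA with ATP and GTP substrates; cGAMP share of summed cGAMP plus half ATP and half GTP signals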
# Target sequence (Q8C6L5 whole entry, looked up): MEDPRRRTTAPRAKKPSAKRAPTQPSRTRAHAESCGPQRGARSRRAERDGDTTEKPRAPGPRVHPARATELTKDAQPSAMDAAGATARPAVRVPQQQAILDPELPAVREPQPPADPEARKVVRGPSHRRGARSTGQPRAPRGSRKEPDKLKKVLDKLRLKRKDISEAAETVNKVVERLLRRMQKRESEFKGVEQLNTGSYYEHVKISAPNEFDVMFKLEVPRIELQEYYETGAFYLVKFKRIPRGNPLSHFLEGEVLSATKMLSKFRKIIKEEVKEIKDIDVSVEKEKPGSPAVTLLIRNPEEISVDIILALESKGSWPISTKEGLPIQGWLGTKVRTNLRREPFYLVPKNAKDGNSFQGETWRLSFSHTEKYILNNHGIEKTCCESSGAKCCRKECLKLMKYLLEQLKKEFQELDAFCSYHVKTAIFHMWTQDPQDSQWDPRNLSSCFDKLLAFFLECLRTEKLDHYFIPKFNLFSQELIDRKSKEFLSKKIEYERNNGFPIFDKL
# * = called active by the depositor; & = joins results of further samples. Only part of the results is shown; rates above refer to the full screens.
molecule,mcGAS RapidFire
COc1cccc(-c2ccc(NC(=O)C3CCCN(CCCn4cccn4)C3)cc2)c1 (centres undefined),-1
O=C(c1csc(Cc2ccccc2)n1)N1CC(c2ccncc2)C1,0
O=C(CNc1cccc(C(=O)N2CCc3ccccc32)c1)NCC(F)(F)F,0
C=CCn1c(O)c(N=NC(=O)c2ccccn2)c2cc(Br)ccc21,-7
CCC1CCCN(Cc2cc(C)no2)C1 (centres undefined),-1
O=C(Nc1ccc(OCCc2ccncc2)cc1)c1ccc[nH]1,2
Cc1cnccc1NCCNC1CCSCC1,-5
CCCC(C)NC(=O)C1CCCN(S(=O)(=O)c2ccc(Br)cc2)C1 (centres undefined),-1
CC(Nc1c([N+](=O)[O-])c(=O)n(C)c2ccccc12)c1ccccc1 (centres undefined),-7
CCC(=O)N1CSCC1C(=O)N(C)CCc1ccccc1 (centres undefined),-5
O=C(C1CCN(C2CCN(Cc3ccccc3OC(F)F)CC2)CC1)N1CCCC1,0
CCCC(C)(O)CNC(=O)c1cc(CC(C)C)[nH]n1 (centres undefined),-4
COc1ccc(-c2ccc(C)c(NC(=O)CC(C)C)c2)nn1,-6
CCCSc1ncc(CN(C)Cc2n[nH]c3c2CCCC3)cn1,1
Cc1cc(C(=O)N2CCC3(CN(C)C(=O)O3)C2)cc2sc(N)nc12 (centres undefined),-1
CN(C)c1cc(CNC(=O)Nc2ccc(C#N)cc2)ccn1,-7
COc1cc(NCCc2scnc2C)cc(OC)c1OC,-2
O=C1CNC(=S)N1Cc1ccco1,-3
Cc1ccc(NS(=O)(=O)c2cc(OCC(=O)Nc3nncs3)c(C)cc2Cl)cc1,-28
Cc1nc2ccccc2n1CCNC(=O)C1CCCC1,-6
CC(C(=O)Nc1ccc(C(C)(C)C)cc1)N(C)CC(=O)NCc1ccco1 (centres undefined),-17
COc1cc(OC)cc(C(=O)NCc2ccc(C)s2)c1,-7
O=C(CCc1ccc(Cl)s1)OC1CCOC1 (centres undefined),-11
CC(C)Cc1ccc(C(C)C(=O)OCc2ccccn2)cc1 (centres undefined),5
CCN(CC)C(=S)SC(C)C(=O)NC1CC1 (centres undefined),-4
C(=NN(c1ccccc1)c1ccccc1)c1ccc2c(c1)OCO2,42
CNC(=O)CN(C(=O)/C=C/c1ccccc1)c1cccc(OC)c1,-7
O=C(c1cc(C2CC2)[nH]n1)N1CCCN(C(=O)C2CCC2)CC1,-26
CC(C)NC(=O)N1CCCC(OCc2ccccc2Cl)C1 (centres undefined),-3
CC=CCSc1nc2c(c(=O)[nH]c(=O)n2C)n1CCOC,-2
Cc1nc(-c2cccc(C(=O)NC3(C)CCOCC3)c2)cs1,-14
Cn1c(=O)[nH]c(=O)c2c1nc(N1CCN(Cc3ccc(F)cc3)CC1)n2Cc1ccccc1F,-6
O=C(CS(=O)(=O)c1ccc(C(F)(F)F)cn1)NC1CCCCCCC1,-6
Cc1cc(=O)c(C(=O)Nc2cc(F)cc(F)c2)nn1-c1ccccc1,-17
Cc1cc(NC(=O)C(C)N(C)Cc2cccc(Cl)c2Cl)no1 (centres undefined),-20
CCc1cccc(NC(=O)C2CCCN(C(C)=O)C2)c1 (centres undefined),-3
CCN(C)C(=O)C1CSCN1C(=O)C1CC(=O)N(CC2CC2)C1 (centres undefined),-10
CC(C)(C#N)c1ccc(NC(=O)Cc2ccccc2F)cc1,3
Cc1ccccc1-n1ncc(C(C)NC(=O)CN2CCOc3ccccc3C2)c1C (centres undefined),-10
Cc1nc(C)n(CC(C)C(=O)N2CCc3c(ncnc3N(C)C)C2)n1 (centres undefined),-4
CCC(Cc1ccc(C)cc1)OC(=O)C1CCCN(C(N)=O)C1 (centres undefined),-3
CCOC(=O)N1CCN(c2nc(Nc3ccc(C)cc3)c3nccnc3n2)CC1,1
Cn1c(SCc2cc(-c3cccs3)on2)nnc1C1CC1,-2
Cc1cc(C)n2c(n1)nc(=S)n2CN(C)Cc1cccc(Cl)c1Cl,0
O=C(c1cn(Cc2ccccc2Cl)nn1)N1CCc2[nH]cnc2C1c1cccnc1 (centres undefined),5
CCc1cccc(NC(=O)CCC(=O)N2CCCC2c2nonc2C)c1 (centres undefined),-15
Cc1ccc(N2C(=O)N(c3cccc(C)c3)C3CS(=O)(=O)CC32)cc1 (centres undefined),-4
Cc1ccc(C(=O)CN2C(=O)NC3(CCCc4ccccc43)C2=O)cc1C (centres undefined),-11
CC(C)c1ccc(NC2CCCN(C(=O)c3ccc(Cn4cnnn4)cc3)C2)cc1 (centres undefined),-4
CCC(=O)Nc1cccc(C(=O)NCCCc2ccncc2)c1,-6
N#Cc1ccc(C=CC(=O)NCc2ccc(N3CCOCC3)nc2)cc1,-6
O=C(c1cc(COc2ccc(-n3cncn3)cc2)on1)N1CCc2c(Cl)cccc2C1,-9
CCCCN(C(=O)C=Cc1ccco1)c1c(N)n(CCC)c(=O)[nH]c1=O,0
CCc1cnc(N2CC3ON=C(c4ccccc4C)C3C2)nc1 (centres undefined),-8
Cc1ncc(CN(C)Cc2ccc(-n3cccn3)cc2)n1C,-29
CN(CC1COc2ccccc2O1)S(=O)(=O)c1ccc(Br)s1 (centres undefined),2

# Next section
molecule,mcGAS RapidFire
CC1(C(=O)NS(=O)(=O)c2cccc(F)c2)CCN1C(=O)C1(c2ccc(Cl)cc2)CC1 (centres undefined),-4
CCOC(=O)Cn1c2[n+](c3ccccc31)CC(O)CS2 (centres undefined),-24
Cc1cc(C)nc(N=C2NC(=O)CC(C(=O)O)N2c2ccc(Oc3ccccc3)cc2)n1 (centres undefined),8
Cc1nc(-n2nc(-c3ccco3)cc2NC(=O)c2cc(=O)c3ccccc3o2)[nH]c(=O)c1C,0
CCN(CC)C(=O)c1cccc(NC(=O)c2ccc(C)o2)c1,2
Cc1cc(-n2c(C)cc(CNC(C)c3cccs3)c2C)no1 (centres undefined),9
Cc1nc2n(n1)C(=O)C(C(c1ccc(Br)cc1)N1CCN(CCO)CC1)S2 (centres undefined),-5
Cc1ccc(C)c2sc(N(CCN3CCOCC3)C(=O)c3ccc(C#N)cc3)nc12,-6
Clc1ccc2nc(CNc3ccccc3OCC3CCCCO3)cn2c1 (centres undefined),-3
CS(=O)(=O)NCCN(c1ccccc1)C1CCCC1,-12
C=C(C)CN(CC)C(=O)COc1ccc(OC)cc1,-11
CC1Cc2ccccc2N1C(=O)CSc1nc2ccccc2c(=O)n1CC1CCCO1 (centres undefined),-5
Cc1nc(CNC(C)(CNC(=O)OC(C)(C)C)C(C)C)oc1C (centres undefined),-5
Clc1ccc(Nc2ccc(-n3ccnc3)nn2)cc1,4
Cc1ccccc1OCCN(C)C(=O)c1n[nH]c(C)c1C,-8
COC(=O)C1COCCN1C(=O)C1CCCN(C(=O)Nc2cccc(C)c2)C1 (centres undefined),1
CC(NC(=O)CN1CCOCC1(C)C)c1ccc2c(c1)CCCC2 (centres undefined),-6
COc1cc(C)c(Cl)cc1S(=O)(=O)NCc1ccc2c(c1)OCO2,-8
CCn1c(CC2CCNCC2)nn(Cc2csc(C)n2)c1=O,-5
CCC(C)N(Cc1ccncc1)C(=O)c1cccc(-c2noc(C)n2)c1 (centres undefined),-10
CN1CCCc2cc(C(CN)N3CCCC3)ccc21 (centres undefined),-34
CCc1nn2c(C(=O)OC)cc(=O)nc2s1,-2
O=C(/C=C/c1ccncc1)N1CCCC(N2CCN(c3cccc(Cl)c3)CC2)C1 (centres undefined),-7
COc1cc(C2Nc3ccccc3C(=O)N2C2CC2)ccc1OCC(=O)N1CCOCC1 (centres undefined),0
Cc1ccc(N2CCn3c2nc2c3c(=O)[nH]c(=O)n2C)c(C)c1,-11
COc1ccc(S(=O)(=O)Nc2ccc3c(c2)OC(F)(F)O3)cc1,8
Cc1sc2ncnc(N(C)Cc3nc(-c4ccccn4)no3)c2c1C,-14
CN(C)Cc1c2ccccc2cc2ccccc12,-3
CCOCCOC(C)C(=O)Nc1n[nH]c(-c2ccc(C)s2)n1 (centres undefined),-1
O=C1/C(=C/c2ccc(O)cc2)SC(=S)N1C1CCS(=O)(=O)C1 (centres undefined),2
CC(C)CN1CCN(Cc2ccoc2)C(CCO)C1 (centres undefined),-10
Cc1cc(C(=O)N2CC(CCN3CCCC3=O)c3ccccc32)n[nH]1 (centres undefined),-4
O=c1[nH]c(Nc2nc3ccccc3o2)nc2c(Cl)cc(Cl)cc12,-2
CC(C)(C)c1ccccc1OCC(O)CN1C(=O)NC(C)(C2CC2)C1=O (centres undefined),-1
CCN1CCN(C(c2ccc(F)cc2)c2c(O)cc(C)n(CC)c2=O)CC1 (centres undefined),-8
Cc1cccc(NC(=O)CCC2CCN(C(=O)Cn3nc(Cl)ccc3=O)CC2)c1,2
CC(C)[C@H](CO)Nc1nc(Nc2cccc(Cl)c2)c2ncn(C(C)C)c2n1,-13
CN(Cc1cccc2ncccc12)Cc1cccc2nonc12,3
Cc1ccc(N2CCn3c2nn(Cc2cccc(C)c2)c(=O)c3=O)cc1,2
Cn1ccsc1=NC(=O)Nc1ccccc1,0
Cc1nc(C2CC2)nc(N2CCN(S(=O)(=O)c3ccccc3)CC2)c1F,6
O=C(CCc1ccccc1)Nc1cc(N2CCCC2=O)ccc1Cl,-17
Cc1cc(Cl)c(C)c(S(=O)(=O)NC2(C)CCS(=O)(=O)C2)c1Cl (centres undefined),-6
S=c1nc(-c2ccc(Cl)cc2)[nH][nH]1,-3
CC1CCCCN1c1nc2c(c(=O)[nH]1)C(C1CC=CCC1)C(C#N)C(=O)N2 (centres undefined),-7
O=C(c1ccc([N+](=O)[O-])cc1)N1CCCC(OCc2cccc(OC(F)(F)F)c2)C1 (centres undefined),-4
Cc1nc(Nc2cc(Cl)c(N)c(Cl)c2)c2c3c(sc2n1)CCC3,-2
COc1ccc(NC2=C(Sc3ccc(N)cc3)C(=O)N(Cc3ccco3)C2=O)c(OC)c1,1
Cc1c(S(=O)(=O)CCNC(=O)Nc2ccccc2)c2ccccc2n1C,-7
Cc1ccc(Cl)cc1NC(=O)N1CCCCC1CO (centres undefined),-4
COCC(=O)Nc1nc2cc(C(F)(F)F)ccc2n1Cc1ccco1,-4
CN(CCc1ccccn1)S(=O)(=O)c1cc2oc(=O)[nH]c2cc1Cl,1
CCN(C(=O)Cn1cnc(C)cc1=O)c1ccccc1,-8
CC(=O)Nc1ccc(CN2C(=O)C(C)ON=C2c2cccs2)cc1 (centres undefined),18
COc1ccc(Cc2nccc3cc(OC)c(OC)cc23)cc1OC,1&3&5
CN(Cc1ccccc1Cl)C(=O)c1ccc(NC(=O)c2ccco2)s1,-4

# 15 consecutive compounds from above, quoted:
molecule,mcGAS RapidFire
COc1cccc(-c2ccc(NC(=O)C3CCCN(CCCn4cccn4)C3)cc2)c1 (centres undefined),-1
O=C(c1csc(Cc2ccccc2)n1)N1CC(c2ccncc2)C1,0
O=C(CNc1cccc(C(=O)N2CCc3ccccc32)c1)NCC(F)(F)F,0
C=CCn1c(O)c(N=NC(=O)c2ccccn2)c2cc(Br)ccc21,-7
CCC1CCCN(Cc2cc(C)no2)C1 (centres undefined),-1
O=C(Nc1ccc(OCCc2ccncc2)cc1)c1ccc[nH]1,2
Cc1cnccc1NCCNC1CCSCC1,-5
CCCC(C)NC(=O)C1CCCN(S(=O)(=O)c2ccc(Br)cc2)C1 (centres undefined),-1
CC(Nc1c([N+](=O)[O-])c(=O)n(C)c2ccccc12)c1ccccc1 (centres undefined),-7
CCC(=O)N1CSCC1C(=O)N(C)CCc1ccccc1 (centres undefined),-5
O=C(C1CCN(C2CCN(Cc3ccccc3OC(F)F)CC2)CC1)N1CCCC1,0
CCCC(C)(O)CNC(=O)c1cc(CC(C)C)[nH]n1 (centres undefined),-4
COc1ccc(-c2ccc(C)c(NC(=O)CC(C)C)c2)nn1,-6
CCCSc1ncc(CN(C)Cc2n[nH]c3c2CCCC3)cn1,1
Cc1cc(C(=O)N2CCC3(CN(C)C(=O)O3)C2)cc2sc(N)nc12 (centres undefined),-1

# Fetched one by one from the entries so far, 2 records:
molecule,mcGAS RapidFire
CC(=O)Nc1ccc(CN2C(=O)C(C)ON=C2c2cccs2)cc1 (centres undefined),18
CN(CCc1ccccn1)S(=O)(=O)c1cc2oc(=O)[nH]c2cc1Cl,1

# (listing goes on)
molecule,mcGAS RapidFire
Cc1scc(C(=O)NNC(=S)NC(C)c2ccccc2)c1C (centres undefined),-8
CN(Cc1ccc2nonc2c1)C(=O)C1CCC(=O)N(CCCN2CCOCC2)C1 (centres undefined),-7
c1cncc(-c2nccn2-c2ccc(-c3nc4ccccc4[nH]3)cc2)c1,-5
CC(CC(=O)O)Nc1ccc(Cl)c2cccnc12 (centres undefined),-3
CCC(C)NC(=O)CSc1nnnn1-c1ccc(OC)cc1 (centres undefined),-1
CS(=O)(=O)N1CCC(Oc2ccc(C(=O)N3CCNC(=O)CC3)cc2Cl)CC1,-9
CCCCCN1CC2=C(C1=O)C(c1ccccc1OC)NC(=O)N2 (centres undefined),-7
O=C(NCc1nc(C2CC2)no1)N1CCCC1CN1CCCC1 (centres undefined),0
CC1=C(C(=O)Nc2ccccc2)C(c2ccccc2Cl)N2C(CC(=O)O)=CSC2=N1 (centres undefined),28
CCc1cnc(CN(C(C)=O)C2CCN(C(C)c3cccnc3)C2)o1 (centres undefined),-2
NC1=NC(=Nc2ccc(Br)cc2)c2ccccc21,47
CC(C)Cn1c(CN2CCNC(=O)C2(C)C)cnc1S(=O)(=O)Cc1ccccc1,0
O=C(Nc1cccc(-n2cccn2)c1)C1CCCN(Cc2nccs2)C1 (centres undefined),-11&1
COC(=O)C1C2C=CC3(CN(CC4CCCO4)C(=O)C13)O2 (centres undefined),12
CCCN(Cc1ccc(OC)cc1)C(=O)c1cc(C(F)(F)F)nn1C,-8
COC(=O)N1N=C2CCCCC2C1(O)C(F)(F)F (centres undefined),-2
